Source: PubChem BioAssay
DRD3 agonist: qHTS of D3 Dopamine Receptor Agonist: qHTS; D(3) dopamine receptor (Homo sapiens), P35462; D3R DiscoveRx beta-arrestin cells, luminescence, 90 min; max activation, %; hit rate 0.58% among 410,000; AID 652048, 2013; in the data active = max activation above about 30%; also: 0% is about no effect; mostly tested at two doses, the higher about 12 µM
Target sequence (P35462 whole entry, looked up): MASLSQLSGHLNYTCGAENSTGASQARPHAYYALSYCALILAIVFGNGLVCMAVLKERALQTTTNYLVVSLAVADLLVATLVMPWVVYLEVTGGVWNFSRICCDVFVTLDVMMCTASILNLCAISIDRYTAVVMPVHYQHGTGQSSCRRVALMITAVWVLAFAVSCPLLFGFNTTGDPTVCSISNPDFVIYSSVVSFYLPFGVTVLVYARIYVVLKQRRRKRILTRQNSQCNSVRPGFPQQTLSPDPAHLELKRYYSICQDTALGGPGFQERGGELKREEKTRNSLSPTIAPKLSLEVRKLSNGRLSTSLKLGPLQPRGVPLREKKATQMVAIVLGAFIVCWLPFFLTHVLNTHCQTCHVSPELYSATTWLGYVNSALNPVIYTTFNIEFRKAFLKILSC
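Agonist-mode cell screen: cells plated at 1500/well and incubated overnight at 37 °C, then exposed to library compounds for 90 min at 37 °C. Detection reagent was added for 30–60 min at room temperature, and luminescence was read.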
HT1080-NT tox: qHTS for induction of synthetic lethality in tumor cells producing 2HG: qHTS for the HT-1080-NT fibrosarcoma cell line; HT-1080-NT fibrosarcoma viability, CellTiter-Glo ATP luminescence, 48 h; Potency, µM (top dose mostly 46.1 µM), without a hit: at the top dose activity, negative = less viability, actives largely listed as cytotoxic; hit rate 1.6% among 360,000; AID 686970, 2013;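 also: NT is the 2HG producing partner of a matched IDH1 knockdown line; potency is read from the fitted curve at half-maximal effect; 0% = DMSO-treated cells and -100% = media-only wells without cells; nearly all actives have a fitted effect of over 55% in size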
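Toxicity toward the 2HG-producing NT line was scored as %Activity, normalised to DMSO and no-cell wells, from CellTiter-Glo luminescence after 48 hours' treatment.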
KB-3-1 tox: qHTS assay for MDR1-selective chemotherapeutics: Primary screen using the parental adenocarcinoma cell KB-3-1; Potency, µM (highest dose often 46.1 µM), inactives show at the top dose activity change, negative = cytotoxic, hits mostly cytotoxic; hit rate 1.4% among 400,000; KB-3-1 viability, CellTiter-Glo ATP luminescence, 72 h; AID 1347075, 2019; also: potency is read from the fitted curve at half-maximal effect; % is scaled to controls: 0 for no effect and ±100 for the full control effect; nearly all actives have a fitted effect of over 60% in size
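Parental KB-3-1 adenocarcinoma cells in phenol-red-free DMEM with 10% FBS were pin-treated with compounds at several concentrations, incubated 72 h at 37 °C, and viability read by CellTiter-Glo luminescence; concentration-effect curves were fitted after normalization.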
MCF10A rerep: A quantitative high throughput screen for small molecules that induce DNA re-replication in MCF 10a normal breast cells. MCF 10A DNA re-replication, Hoechst nuclear intensity, 48 h. Potency, µM (highest dose often 46.1 µM), for the others: top-dose activity, positive = re-replication, most hits filed as activators. hit rate 2.9% among 350,000; also: potency is read from the fitted curve at half-maximal effect; % of control where 0% means no effect; nearly all actives have a fitted effect of over 50% in size
KB-V1 cytotox: qHTS assay for MDR1-selective chemotherapeutics: Primary screen using the drug-selected MDR subline cells KB-V1 | KB-V1 MDR cells viability, CellTiter-Glo, 72 h | Potency, µM (top dose mostly 46.1 µM), inactives show top-dose activity change, negative = cytotoxicity, actives largely listed as cytotoxic | hit rate 3.4% among 400,000 | AID 1347076, 2019; also: potency is read from the fitted curve at half-maximal effect; % is scaled to controls: 0 for no effect and ±100 for the full control effect; nearly all actives have a fitted effect of over 60% in size
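qHTS viability screen in drug-selected KB-V1 MDR cells: 72 h compound treatment at 37 degrees C, ATP luminescence end point.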
IL1B secr inh: qHTS for Inhibitors of Inflammasome Signaling: IL-1-beta AlphaLISA Primary Screen; activity change, % at 57.5 µM; hit rate 4.7% among 360,000; THP-1 LPS/ATP IL-1B secretion, AlphaLISA, 16 h; active compounds read low; AID 743279, 2014; in the data active = activity change below about -50%; inconclusive = mostly about -30% to -49%; also: % is scaled to controls: 0 for no effect and ±100 for the full control effect
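Secreted IL-1B measured by AlphaLISA bead assay after 16 h compound exposure of THP-1 cells; compounds (final up to 57.5 uM) added 1 h before LPS (250 ng/mL) and ATP (1.25 mM) stimulation; lower signal means less secretion.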
GLP1R cytotox: qHTS of GLP-1 Receptor Inverse Agonists: Cytotox Screen; HEK293 cAMP-luciferase reporter cells, luminescence, 24 h; Potency, µM (titrated, usually from 38.3 µM), for inactives: at the highest dose activity change, negative = inhibition, hits mostly inhibitors; hit rate 0.13% among 410,000;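 also: loss of luciferase light is scored as toxicity; potency is read from the fitted curve at half-maximal effect; % is scaled to controls: 0 for no effect and ±100 for the full control effect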
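Luminescence readout: signal drop marks cytotoxicity. Plated cells grew 12 h at 37 °C, 5% CO2, received 23 nL compound for 24 h, then got luciferase reagent, read after 12 min at RT.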
SW480 rerep: A quantitative high throughput screen for small molecules that induce DNA re-replication in SW480 colon adenocarcinoma cells. Potency, µM (doses to about 46.1 µM), without a hit: at the highest dose re-replication activation, actives largely listed as activators. SW480 DNA re-replication, Hoechst DNA content imaging, 48 h. hit rate 1.8% among 340,000; also: potency is read from the fitted curve at half-maximal effect; % of control where 0% means no effect; nearly all actives have a fitted effect of over 55% in size
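Cells (250 per well) received 23 nL compound or DMSO by pin tool and were kept 48 hr at 37 C, 5% CO2. Nuclei were then stained with Hoechst for 40 min and scanned for DNA content.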
HT1080 IDH1KD tx: qHTS for induction of synthetic lethality in tumor cells producing 2HG: qHTS for the HT-1080-IDH1KD cell line; HT-1080 IDH1 knockdown viability, ATP luminescence, 48 h; hit rate 2% among 360,000; Potency, µM (highest dose often 46.1 µM), without a hit: at the top dose activity, negative = toxicity, actives largely listed as cytotoxic;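 also: potency is read from the fitted curve at half-maximal effect; 0% = DMSO wells and -100% = cell-free medium wells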
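Using the IDH1-knockdown HT-1080 line run in the same batch and compound series as the NT line, viability after 48 h at 37 °C was determined by CellTiter-Glo luminescence and expressed as % activity.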
* marks the source's active call; other numbers are inactive results; ? = inconclusive; . = no result given; [ ] = dose if it differs, or a comment. Unless noted, calls follow the shape of the dose curve; as a rule, active = well fitted curve in the direction sought with a large enough effect; inconclusive = small, poorly fitted or top-dose-only effect, or another doubt; inactive = no such curve, though single readings can be large; an effect the other way counts as inactive or inconclusive.

Molecule	DRD3 agonist	IL1B secr inh	MCF10A rerep	GLP1R cytotox	KB-V1 cytotox	HT1080 IDH1KD tx	KB-3-1 tox	SW480 rerep	HT1080-NT tox
CC(C)(O)C#Cc1ccc(CN2CCC(n3nccc3NC(=O)C3CC3)CC2)cc1	-7	-7	5%	-2%	0%	11%	-23%	0%	11%
CCCNC(=O)C1CCC(Cn2c(=O)c3sccc3n(CC(=O)N3CCCC(C)C3)c2=O)CC1 (stereo not drawn)	1	.	.	0%	4%	.	11%	.	.
Cc1ccc(-c2nnn(CC(=O)N(Cc3cccs3)C(C(=O)NC3CCCC3)c3ccncc3)n2)cc1 (stereo not drawn)	-3	-16	?	?	-23%	?	12%	?	16µM*
Cc1cc(C(=O)N/N=C\c2cc(C(C)(C)C)ccc2O)n[nH]1	1	198	-14%	88%[activator]	-7%	?	?	?	?
Cn1c(=O)c2c(SCC(=O)NCC3CCCO3)nc(-c3ccccc3F)nc2n(C)c1=O (stereo not drawn)	-8	.	.	-9%	28%	.	-1%	.	.
CCOc1ccc(CCNC(=O)COC(=O)c2cccc(S(=O)(=O)N3CCCCC3)c2)cc1OCC	-10	6	?	7%	10%	-10%	1%	?	0%
COc1ccc(C2=NC(c3ccncc3)=Nc3ccc(Br)cc3N2)cc1	-18	.	.	0%	3%	.	8%	.	.
COc1cccc(NS(=O)(=O)c2ccc(S(=O)(=O)N3CCCC3)cc2)c1	0	16	6%	-13%	0%	-13%	0%	3%	1%
NS(=O)(=O)c1ccc(NC(=S)NC2CCCC2)cc1	4	20	2%	?	1%	9%	3%	-3%	13%
COc1ccc(S(=O)(=O)NCc2cccn2Cc2cc(C)ccc2C)cc1OC	1	.	.	-4%	1%	.	5%	.	.

Some of these compounds in order of length of the SMILES, rising:
Molecule	DRD3 agonist	IL1B secr inh	MCF10A rerep	GLP1R cytotox	KB-V1 cytotox	HT1080 IDH1KD tx	KB-3-1 tox	SW480 rerep	HT1080-NT tox
Cc1cc(C(=O)N/N=C\c2cc(C(C)(C)C)ccc2O)n[nH]1	1	198	-14%	88%[activator]	-7%	?	?	?	?
COc1ccc(S(=O)(=O)NCc2cccn2Cc2cc(C)ccc2C)cc1OC	1	.	.	-4%	1%	.	5%	.	.
CCCNC(=O)C1CCC(Cn2c(=O)c3sccc3n(CC(=O)N3CCCC(C)C3)c2=O)CC1 (stereo not drawn)	1	.	.	0%	4%	.	11%	.	.

The listing continues:
Molecule	DRD3 agonist	IL1B secr inh	MCF10A rerep	GLP1R cytotox	KB-V1 cytotox	HT1080 IDH1KD tx	KB-3-1 tox	SW480 rerep	HT1080-NT tox
CC(C)c1csc(CN2CCN(Cc3ccccc3)C(CCO)C2)n1 (stereo not drawn)	-6	23	-3%	-6%	-1%	-2%	-14%	?	-7%
CCN(CC)CCN(C(=O)c1ccc([N+](=O)[O-])cc1)c1nc2ccc(OC)cc2s1	-15	-13	4%	16%	1%	10%	7%	-7%	12%
Cc1ccc(S(=O)(=O)N/N=C/c2cn(C)nc2C)cc1	-11	0	-1%	1%	28%	4%	6%	1%	-3%
COc1ccc(NC(=O)O/N=C/c2ccncc2)cc1	-2	-17	-4%	2%	-6%	0%	-1%	-7%	-12%
COc1ccc(OC)c2nc(-c3ccc4c(c3)OCO4)ccc12	4	1	1%	10%	-14%	-17%	9%	10%	-6%
CCN(CC)S(=O)(=O)c1ccc(N2CCCCC2)c(NC(=O)c2ccncc2)c1	0	32	9%	0%	?	2%	2%	-5%	0%
CC(C)CC(c1nnnn1C1CCCCC1)N1CCN(C(=O)c2ccco2)CC1 (stereo not drawn)	0	-20	3%	-1%	?	-2%	-1%	1%	11%
CCN(CC)C(=O)CSc1nc2ccccc2c(=O)n1CCC(=O)NCc1ccc(F)cc1	2	2	6%	4%	-14%	1%	0%	-21%	3%
Cc1cc(=O)oc2cc(OCC(=O)Nc3nnc(C4CC4)s3)ccc12	-9	19	2%	2%	10%	-3%	-1%	-7%	-2%
Cc1cccc(OCCOC(=O)C2CCN(S(=O)(=O)c3ccc(C)c(C)c3)CC2)c1	1	11	-7%	-4%	.	-4%	.	22%	2%
Cc1ccc(C(=O)OC2CCOC2=O)cc1NC(=O)c1ccco1 (stereo not drawn)	-4	-7	-3%	11%	0%	-3%	0%	1%	-6%
CC(C)(C)OC(=O)C[C@H]1C/C=C\C[C@@H](CC(=O)NCCO)C(=O)N[C@H](Cc2ccccc2)COC1=O	15	15	-22%	-7%	0%	11%	0%	-20%	16%
Cc1ccc(CNC(=O)c2cc3c(s2)CN(Cc2ccccc2)C3)cc1	-25	9	4%	-11%	7%	-17%	7%	-10%	?
CCC(=O)N1CCc2cc(S(=O)(=O)NC(C(=O)NCc3ccc(C)cc3)C(C)C)ccc21 (stereo not drawn)	-4	0	-1%	-11%	6%	-3%	4%	-2%	-3%
Cc1ccc(S(=O)(=O)N2[C@H](c3ccccc3)CC(=O)[C@@H]3CN(S(=O)(=O)c4ccccc4C)[C@H](c4ccccc4)C[C@@H]32)cc1	6	0	.	4%	9%	2%	0%	.	5%
O=C(O)c1ccccc1-c1nc2ccccc2n1-c1ccccc1	-7	29	-5%	3%	?	6%	7%	0%	9%
CC(=O)Nc1ccc(NC(=O)CSc2nccn2Cc2ccco2)cc1	1	13	14%	18%	.	-12%	.	-3%	0%
Cc1ccc(NC(=O)c2cc(N3C(=O)C4CCCCC4C3=O)ccc2N2CCOCC2)cc1 (stereo not drawn)	4	29	-15%	6%	2%	-2%	?	-30%[inhibitor]	0%
CCc1nc2c(OCc3ccc(C#N)cc3)cccn2c1N(C)C(=O)C(C)C	-7	-17	.	-5%	1%	7%	0%	.	16%
COCCN1C(=O)/C(=C2/C(=O)N(CC(=O)Nc3ccccc3Cl)c3ccccc32)SC1=S	-21	3	-5%	0%	6%	5%	0%	1%	3%
Cc1nnsc1C(=O)N/N=C/c1ccccc1Cl	-14	-14	-3%	-5%	-8%	?	-1%	-14%	?
COc1ccc(C(C(=O)NC(C)(C)C)N(Cc2cccs2)C(=O)CCC(=O)Nc2cc(C)on2)cc1 (stereo not drawn)	0	29	?	?	-2%	-5%	7%	13%	5%
O=C(c1ccc(F)cc1)C1CCN(C(=O)c2ccc(Cl)cc2)CC1	-5	-10	15%	-6%	-16%	2%	-21%	1%	-2%
Cc1cc2n(n1)CCCN2C(=O)Nc1ccc(F)c(Cl)c1	3	.	.	-8%	8%	.	0%	.	.
COc1cccc(C(O)c2nc(-c3cccc(C#N)c3)cs2)c1 (stereo not drawn)	7	-5	.	8%	?	0%	?	.	1%
CC1=NN(c2ccccc2C(=O)O)C(=O)C1N=Nc1ccccc1 (stereo not drawn)	11	17	11%	-24%	-8%	7%	-6%	-4%	12%
CCCn1c(N)c(N(CCOC)C(=O)c2cccc(C(F)(F)F)c2)c(=O)[nH]c1=O	-4	20	-15%	-2%	18%	15%	3%	-9%	12%
O=C1CCCN1CCC(=O)N1CCCC(Nc2ccc(F)cc2)C1 (stereo not drawn)	9	9	-3%	0%	.	3%	.	-8%	4%
C[C@@H](C(=O)Nc1nc(-c2ccccn2)cs1)N1C(=O)C2CCCCC2C1=O (stereo partly drawn)	-12	69	?	-10%	-29%	-2%[9.24 µM]	?	13%	-26%
COc1ccc(O)cc1CN1CCN(c2ncc(Cc3ccccc3)cn2)CC1	-15	-4	.	1%	?	?	?	.	?
COC(=O)c1ccccc1S(=O)(=O)N1CCC(C(=O)OC(C)C(=O)Nc2ccccc2OC)CC1 (stereo not drawn)	-11	23	4%	10%	7%	12%	0%	1%	-2%
COc1ccc(/C=C(\C#N)c2nc(-c3ccc(Cl)c(Cl)c3)cs2)cc1OC	-4	.	.	4%	?	.	0%	.	.
CNc1cccc(-c2cccc(O)c2)n1	-15	-19	.	3%	-3%	21%	-4%	.	4%
N[C@H](CSCc1ccccc1)C(=O)Nc1ccc([N+](=O)[O-])cc1	-9	0	?	-17%	-20%	-21%	-6%	12%	-7%
COc1ccc(C)c(-n2c(N)cc(=O)n(Cc3ccccc3)c2=O)c1	-3	0	-4%	4%	2%	0%	-2%	-29%	6%
O=C(NNC(=O)c1ccccc1F)c1ccc(-c2ccc(Cl)cc2)o1	-5	-26	3%	4%	3%	-11%	1%	?	-7%
CCN(CC)C(=S)NC(=O)c1cccnc1	-4	20	-1%	?	7%	12%	?	-15%	16%
Cc1ccc(OCC(=O)NC2CCS(=O)(=O)C2)c(C)c1 (stereo not drawn)	-2	19	-1%	-12%	13%	8%	11%	-2%	17%
COc1ccc(N(C)S(=O)(=O)c2cccc(C(=O)N(C)Cc3ccc(C)o3)c2)cc1	2	-19	-1%	-3%	?	-10%	-9%	1%	-13%
